SENP6 inh: inhibitors of human SENP6 protease; 1.8% of 330,000 active; AID 2599; Recombinant SENP6 catalytic domain, aminoluciferin luminescence; Q9GZR1; inhibition, % at 10 µM;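 active = inhibition above about 50% at the single tested dose, limit read from the data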;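 also: plate controls were DMSO wells with enzyme for no effect and DMSO wells lacking enzyme for full effect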
APOBEC3G inh: inhibitors of human APOBEC3G DNA deaminase; Q9HC16; recombinant A3G, ssDNA deamination FAM/TAMRA fluorescence; inhibition, % at 20 µM; 0.28% of 330,000 active; AID 493012;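 active = inhibition of at least 40% at 20 µM, with no more than 30% in the related APOBEC3A deaminase screen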;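 also: plate controls were DMSO wells with A3G for no effect and wells lacking A3G enzyme for full effect; some compounds called inactive have numbers as strong as hits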
SENP7 inh: inhibitors of human SENP7 protease. recombinant SENP7, Z-RLRGG-aminoluciferin luminescence, 40 min. inhibition, % at 5 µM. 1.5% of 330,000 active;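 active = inhibition above about 50% at the single test dose, limit read from the data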;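 also: plate controls were DMSO with enzyme for no effect and no enzyme buffer wells for full effect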
Target sequence (Q9BQF6 706-1050 limits assumed): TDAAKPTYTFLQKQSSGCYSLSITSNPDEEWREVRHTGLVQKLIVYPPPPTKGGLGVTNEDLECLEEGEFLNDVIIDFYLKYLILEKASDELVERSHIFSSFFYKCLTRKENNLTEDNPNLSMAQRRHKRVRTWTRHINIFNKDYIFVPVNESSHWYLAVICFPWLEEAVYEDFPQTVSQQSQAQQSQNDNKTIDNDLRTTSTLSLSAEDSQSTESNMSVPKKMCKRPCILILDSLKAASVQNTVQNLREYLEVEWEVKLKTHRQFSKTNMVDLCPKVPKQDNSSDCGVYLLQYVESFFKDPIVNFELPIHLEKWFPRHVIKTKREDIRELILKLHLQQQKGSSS
SENP8 block-1: inhibitors of human SENP8 protease | Q96LD8 | purified SENP8, Z-RLRGG-aminoluciferin cleavage, luminescence | inhibition, % at 10 µM | 1.2% of 330,000 active | AID 2540; in the data active = inhibition above about 50%
Target sequence (Q96LD8 whole entry, looked up): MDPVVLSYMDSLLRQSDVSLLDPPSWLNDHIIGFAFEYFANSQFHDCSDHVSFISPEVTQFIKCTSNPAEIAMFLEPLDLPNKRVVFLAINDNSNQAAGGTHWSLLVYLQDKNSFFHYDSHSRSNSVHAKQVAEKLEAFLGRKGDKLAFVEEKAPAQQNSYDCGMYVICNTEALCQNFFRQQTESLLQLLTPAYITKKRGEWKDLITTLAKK
Apaf-1 inh: inhibitors of human Apaf-1 apoptosome; O14727; reconstituted apoptosome caspase-3 activity, DEVD-Rh110 fluorescence; inhibition, % at 20 µM; 0.71% of 330,000 active; AID 489030; active = inhibition of at least 40% at 20 µM;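 also: plate controls were DMSO wells for no effect and DEVD-CHO caspase inhibitor wells for full effect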
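Assay system: Apoptosome proteins | Medium: pH 7.5 Hepes buffer with CHAPS, BSA, DTT | Also added: Cytochrome c and DEVD-Rh110 substrate | Times: 30 min plus 50 min, RT | Detection: Rhodamine 110 fluorescence at Ex 480/Em 540 nm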
UBC13 polyUb: inhibitors of human UBC13 polyubiquitin chain formation; TR-FRET; inhibition, % at 20 µM; 0.47% of 330,000 active; AID 485273; in the data active = inhibition above about 45%, passing the limit was not always enough
Target sequence (P61088 whole entry, looked up): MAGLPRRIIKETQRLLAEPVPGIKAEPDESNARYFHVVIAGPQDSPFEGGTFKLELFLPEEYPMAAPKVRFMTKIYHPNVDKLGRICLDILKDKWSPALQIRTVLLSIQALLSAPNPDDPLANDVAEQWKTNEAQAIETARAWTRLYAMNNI
SENP1 FRET inh: SENP1 (human) catalytic domain inhibition. Q9P0U3. recombinant SENP1 catalytic domain, CyPet-SUMO1-YPet FRET cleavage. inhibition, % at 10 µM. 0.21% of 360,000 active;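 active = inhibition at least 30% at 10 µM, raw YFP signal under a set limit, fluorescence ratio 0.5 to 1.5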;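 also: 0% = enzyme with DMSO and 100% = no enzyme wells; some results filed as inactive read as strong as hits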
Target sequence (Q9P0U3 419-644 limits assumed): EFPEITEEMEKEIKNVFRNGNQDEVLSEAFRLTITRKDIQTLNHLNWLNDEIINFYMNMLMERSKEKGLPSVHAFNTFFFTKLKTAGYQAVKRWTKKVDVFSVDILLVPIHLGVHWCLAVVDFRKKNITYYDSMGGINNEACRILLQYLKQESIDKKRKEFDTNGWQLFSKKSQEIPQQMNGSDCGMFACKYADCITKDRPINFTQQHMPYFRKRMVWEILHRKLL
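Material – human SENP1 catalytic domain · Input – SENP1 enzyme, 20 pM final · Compound dosing – single concentration of 10 µM compound, 0.5% DMSO final · Timing – enzyme reaction for 50 min at room temperature, dark · Measured by – FRET fluorescence in CFP and YFP emission channels · Control set – no-enzyme wells low, DMSO-plus-enzyme wells high control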
SENP8 block-2: SENP8 (human) protease inhibition; recombinant SENP8, Nedd8 substrate fluorescence; inhibition, % at 20 µM; 0.64% of 360,000 active; AID 602440; in the data active = inhibition mostly above about 40%, no sharp cut-off; inactive = mostly below about 27%
Starred values were filed as active, the others as inactive.

Cc1ccccc1Nc1nc(N)nc(COC(=O)c2ccc([N+](=O)[O-])o2)n1 was read as SENP6 inh 20, APOBEC3G inh -7, SENP7 inh 10, SENP8 block-1 6, Apaf-1 inh -2, UBC13 polyUb -5, SENP1 FRET inh -5 and SENP8 block-2 19.
For c1ccc(C(c2nnnn2Cc2ccco2)N2CCN(C3CCCC3)CC2)cc1 (stereo unspecified) the results were SENP6 inh 0, APOBEC3G inh -1, SENP7 inh 5, SENP8 block-1 8, Apaf-1 inh -9, UBC13 polyUb 9, SENP1 FRET inh -2 and SENP8 block-2 12.
`CC1CCN(c2c(NCC3CCC(C(=O)Nc4ccccn4)CC3)c(=O)c2=O)CC1` (stereo unspecified) gave SENP6 inh -7, APOBEC3G inh 1, SENP7 inh 5, SENP8 block-1 4, Apaf-1 inh 9, UBC13 polyUb 2, SENP1 FRET inh -1 and SENP8 block-2 6.
`CCNS(=O)(=O)c1ccc(CCC(=O)O)cc1` gave SENP6 inh -5, APOBEC3G inh -5, SENP7 inh 10, SENP8 block-1 4, Apaf-1 inh -13, UBC13 polyUb 8, SENP1 FRET inh 1 and SENP8 block-2 11.
O=C(CSc1c2c(nc3ccccc13)CCCC2)NCc1ccco1 was read as SENP6 inh -2, APOBEC3G inh -9, SENP7 inh -3, SENP8 block-1 1, Apaf-1 inh -11, UBC13 polyUb 12, SENP1 FRET inh -6 and SENP8 block-2 -2.
Nc1[nH]c(N=NC(=O)c2ccc(Cl)cc2)c2ccccc12 was read as SENP6 inh 14, APOBEC3G inh 0, SENP7 inh 10, SENP8 block-1 -7, Apaf-1 inh 12, UBC13 polyUb -3, SENP1 FRET inh -1 and SENP8 block-2 -29.
Cc1ccc2nc(SCC(=O)NCc3ccc(S(N)(=O)=O)cc3)[nH]c2c1 was read as SENP6 inh 2, APOBEC3G inh 5, SENP7 inh -17, SENP8 block-1 -8, Apaf-1 inh 4, UBC13 polyUb -6, SENP1 FRET inh 2 and SENP8 block-2 5.
CCCNC(=O)CC(NS(=O)(=O)c1ccc(Cl)cc1)c1ccco1 (stereo unspecified) was read as SENP6 inh 10, APOBEC3G inh -5, SENP7 inh 7, SENP8 block-1 6, Apaf-1 inh -6, UBC13 polyUb 2, SENP1 FRET inh -1 and SENP8 block-2 8.
`CC(=O)N1N=C(c2ccc(C)o2)CC1c1cccc(F)c1` (stereo unspecified) gave SENP6 inh -10, APOBEC3G inh -1, SENP7 inh 0, SENP8 block-1 0, Apaf-1 inh -2, UBC13 polyUb -1, SENP1 FRET inh 1 and SENP8 block-2 -76.
Cc1c(Br)c([N+](=O)[O-])nn1C(C)C(=O)NCc1ccco1 (stereo unspecified) was read as SENP6 inh -4, APOBEC3G inh 4, SENP7 inh 10, SENP8 block-1 -1, Apaf-1 inh -9, UBC13 polyUb 4, SENP1 FRET inh -5 and SENP8 block-2 11.
For CC(C)Cn1c(CCNC(=O)c2ccco2)nc2ccccc21 the results were SENP6 inh 11, APOBEC3G inh 1, SENP7 inh -8, SENP8 block-1 1, Apaf-1 inh -6, UBC13 polyUb -10, SENP1 FRET inh 1 and SENP8 block-2 -5.
O=C(O)[C@H]1CC=C[C@H]2CCN(Cc3ccc(Cl)c(Cl)c3)C(=O)[C@@H]12 was read as APOBEC3G inh 8, SENP7 inh 8, Apaf-1 inh 12, SENP1 FRET inh 0 and SENP8 block-2 -16.
COc1ccc(S(=O)(=O)c2cnc3ccccc3n2)cc1 was read as SENP6 inh -5, APOBEC3G inh -5, SENP7 inh -8, SENP8 block-1 -4, Apaf-1 inh 2, UBC13 polyUb -4, SENP1 FRET inh -2 and SENP8 block-2 -5.
`COc1ccc(-c2noc(C3CCCN(C(=O)c4ccc(F)cc4)C3)n2)cc1` (stereo unspecified) gave SENP6 inh 10, APOBEC3G inh -6, SENP7 inh -1, SENP8 block-1 5, Apaf-1 inh 9, UBC13 polyUb 2, SENP1 FRET inh -1 and SENP8 block-2 38.
For CSc1ccccc1OCc1cc(C(=O)N(C)C2CCCc3ccccc32)no1 (stereo unspecified) the results were SENP6 inh 14, APOBEC3G inh -4, SENP7 inh -5, SENP8 block-1 4, Apaf-1 inh 17, UBC13 polyUb -4, SENP1 FRET inh 3 and SENP8 block-2 8.
Screening Cc1cc(C(=O)N(C)C)sc1-c1ccccc1 returned SENP6 inh -7, APOBEC3G inh -1, SENP7 inh -1, SENP8 block-1 -7, Apaf-1 inh 2, UBC13 polyUb 11, SENP1 FRET inh 0 and SENP8 block-2 27.
For N#CCCOC1(C#CCN2CCCC2)CCCCC1 the results were SENP6 inh -10, APOBEC3G inh -2, SENP7 inh -7, SENP8 block-1 -3, Apaf-1 inh -3, UBC13 polyUb 5, SENP1 FRET inh 1 and SENP8 block-2 7.
Cc1cc(C)c2[nH]c(=O)c(C(c3nnnn3Cc3ccc4c(c3)OCO4)N3CCC(C)CC3)cc2c1 (stereo unspecified) was read as SENP6 inh -3, APOBEC3G inh -6, SENP7 inh -8, SENP8 block-1 -5, Apaf-1 inh 20, UBC13 polyUb 29, SENP1 FRET inh -15 and SENP8 block-2 -88.
Screening COc1cccc(-n2cnnn2)c1 returned SENP6 inh -6, APOBEC3G inh 2, SENP7 inh 5, SENP8 block-1 3, Apaf-1 inh 1, UBC13 polyUb -4, SENP1 FRET inh 1 and SENP8 block-2 1.
`COC(=O)CCCC(=O)Nc1ccc(Cl)c(Cl)c1` gave SENP6 inh -6, APOBEC3G inh -8, SENP7 inh -4, SENP8 block-1 -13, Apaf-1 inh -4, UBC13 polyUb -6, SENP1 FRET inh 0 and SENP8 block-2 19.
`CN(CCOc1ccccc1)C(=O)c1ccc(Cl)c(S(=O)(=O)N2CCCCC2)c1` gave SENP6 inh -15, APOBEC3G inh -7, SENP7 inh -8, SENP8 block-1 -1, Apaf-1 inh 21, UBC13 polyUb -8, SENP1 FRET inh 2 and SENP8 block-2 -44.
Cc1cccc2sc(N(CCN(C)C)C(=O)c3cc(Cl)sc3Cl)nc12 was read as SENP6 inh -41, APOBEC3G inh -3, SENP7 inh -3, SENP8 block-1 -10, Apaf-1 inh -1, UBC13 polyUb 17, SENP1 FRET inh 0 and SENP8 block-2 15.
Cc1ccc(S(=O)(=O)NC2=NCN(C)CN2)cc1[N+](=O)[O-] was read as SENP6 inh 6, APOBEC3G inh -8, SENP7 inh -1, SENP8 block-1 -1, Apaf-1 inh -4, UBC13 polyUb 1, SENP1 FRET inh -2 and SENP8 block-2 7.
`O=C(NCc1ccccc1)c1ccc(Cl)c(NC2=NC3CS(=O)(=O)CC3S2)c1` (stereo unspecified) gave SENP6 inh -14, APOBEC3G inh -5, SENP7 inh -10, SENP8 block-1 -12, Apaf-1 inh 19, UBC13 polyUb 6, SENP1 FRET inh 2 and SENP8 block-2 7.
For CN(C)c1ccc(C(=O)OCC(=O)NCC2CCCO2)cc1 (stereo unspecified) the results were SENP6 inh 9, APOBEC3G inh -3, SENP7 inh -5, SENP8 block-1 1, Apaf-1 inh -3, UBC13 polyUb 4, SENP1 FRET inh -4 and SENP8 block-2 0.
For N#CCC1c2ccccc2CCN1C(=O)Nc1cccc(C(F)(F)F)c1 (stereo unspecified) the results were SENP6 inh -11, APOBEC3G inh 3, SENP7 inh 4, SENP8 block-1 0, Apaf-1 inh 1, UBC13 polyUb 14, SENP1 FRET inh 2 and SENP8 block-2 6.
For COc1ccc(-c2cc(C(=O)N3CCN(c4ncccn4)CC3)c3ccccc3n2)c(OC)c1 the results were SENP6 inh -10, APOBEC3G inh -6, SENP7 inh -7, SENP8 block-1 -9, Apaf-1 inh 6, UBC13 polyUb -10, SENP1 FRET inh 0 and SENP8 block-2 -397.
Screening O=C(COC(=O)c1c(Cl)ccc(Cl)c1Cl)NC1CCS(=O)(=O)C1 (stereo unspecified) returned SENP6 inh -17, APOBEC3G inh -4, SENP7 inh -11, SENP8 block-1 -14, Apaf-1 inh -10, UBC13 polyUb -13, SENP1 FRET inh 0 and SENP8 block-2 7.
`Cc1ccc(CNC(=O)C(C)OC(=O)c2cccs2)cc1` (stereo unspecified) gave SENP6 inh -16, APOBEC3G inh -6, SENP7 inh -4, SENP8 block-1 -4, Apaf-1 inh -7, UBC13 polyUb 11, SENP1 FRET inh 0 and SENP8 block-2 22.
Screening CCCc1nnc(SCC(=O)N2CCCC(C)C2)n1CCOC (stereo unspecified) returned SENP6 inh -8, APOBEC3G inh 1, SENP7 inh 14, SENP8 block-1 4, Apaf-1 inh -4, UBC13 polyUb -3, SENP1 FRET inh 1 and SENP8 block-2 6.
`CCOP(=O)(OCC)c1nc(-c2ccc(Cl)cc2Cl)oc1N1CCOCC1` gave SENP6 inh -14, APOBEC3G inh -2, SENP7 inh 7, SENP8 block-1 3, Apaf-1 inh -4, UBC13 polyUb -5, SENP1 FRET inh -1 and SENP8 block-2 -378.
For CCOC(=O)c1c(C)nc2c(c1-c1ccccc1)C(=O)c1ccccc1-2 the results were SENP6 inh 11, APOBEC3G inh -4, SENP7 inh -11, SENP8 block-1 -2, Apaf-1 inh 27, UBC13 polyUb -4, SENP1 FRET inh 1 and SENP8 block-2 12.
For CC1(C)Cc2cccc(C(=O)Nc3ccc(F)cc3F)c2O1 the results were SENP6 inh -28, APOBEC3G inh -4, SENP7 inh -6, SENP8 block-1 -9, Apaf-1 inh 11, UBC13 polyUb -3, SENP1 FRET inh 2 and SENP8 block-2 11.
`O=C(CN1CCN(c2ccc(F)cc2)CC1)c1ccc(O)cc1O` gave SENP6 inh 5, APOBEC3G inh -4, SENP7 inh 9, SENP8 block-1 -11, Apaf-1 inh 2, UBC13 polyUb -10, SENP1 FRET inh -1 and SENP8 block-2 19.
For N#Cc1ccc(Cn2c(=O)oc3ccccc32)cc1 the results were SENP6 inh -2, APOBEC3G inh -6, SENP7 inh -2, SENP8 block-1 -10, Apaf-1 inh 1, UBC13 polyUb 5, SENP1 FRET inh 4 and SENP8 block-2 12.
`O=C(COC(=O)c1ccc(S(=O)(=O)Nc2ccccc2)cc1)NCCN1C(=O)CSC1=O` gave SENP6 inh -8, APOBEC3G inh -2, SENP7 inh 1, SENP8 block-1 4, Apaf-1 inh 1, UBC13 polyUb 3, SENP1 FRET inh 3 and SENP8 block-2 22.
Screening C#CCNC(=O)C1=C[C@H](c2ccc(Br)cc2)[C@@H](CCCO)[C@H](OCC)O1 returned SENP6 inh 3, APOBEC3G inh 1, SENP7 inh 6, SENP8 block-1 4, Apaf-1 inh -1, UBC13 polyUb -6, SENP1 FRET inh 2 and SENP8 block-2 6.
CCOC(=O)c1ccccc1NC(=O)COC(=O)CCC(=O)c1ccc(C)cc1 was read as SENP6 inh 3, APOBEC3G inh -5, SENP7 inh -4, SENP8 block-1 15, Apaf-1 inh 21, UBC13 polyUb -9, SENP1 FRET inh 3 and SENP8 block-2 8.
Screening C=CCC[C@@H](Cc1ccc(F)cc1)C(=O)O[C@H](CNC(=O)[C@@H](CC=C)CC(=O)N[C@H](CO)Cc1ccccc1)c1ccccc1 returned SENP6 inh 0, APOBEC3G inh -2, SENP7 inh -1, SENP8 block-1 9, Apaf-1 inh 20, UBC13 polyUb -21, SENP1 FRET inh 3 and SENP8 block-2 16.

Grouped by structure, the entries above containing bromine
Cc1c(Br)c([N+](=O)[O-])nn1C(C)C(=O)NCc1ccco1 (stereo unspecified) was read as SENP6 inh -4, APOBEC3G inh 4, SENP7 inh 10, SENP8 block-1 -1, Apaf-1 inh -9, UBC13 polyUb 4, SENP1 FRET inh -5 and SENP8 block-2 11.
Screening C#CCNC(=O)C1=C[C@H](c2ccc(Br)cc2)[C@@H](CCCO)[C@H](OCC)O1 returned SENP6 inh 3, APOBEC3G inh 1, SENP7 inh 6, SENP8 block-1 4, Apaf-1 inh -1, UBC13 polyUb -6, SENP1 FRET inh 2 and SENP8 block-2 6.

From PubChem
